High-throughput results as filed in PubChem BioAssay.
mIAP activ – increases mouse intestinal alkaline phosphatase activity. hit rate 0.24% among 330,000. muIAP, CDP-Star luminescence, 30 min; hits give high values; 1 = vehicle-only enzyme signal, 0 = enzyme-free wells. activation factor at 10 µM;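 active means activation factor of at least 2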; further: the source names both 10 and 20 µM as test concentration; values of inactives mirror those of a sister screen read the other way
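System: mouse IAP enzyme. Reagent: CDP-Star chemiluminescent phosphatase substrate. Benchmarks: DMSO wells, no-enzyme wells. Times: 30 min enzyme-substrate-compound incubation at room temperature. Detection: luminescence from enzymatic CDP-Star hydrolysis. Doses: test compounds delivered from DMSO solution.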
mIAP inh – mouse IAP inhibition; inhibition, % at 10 µM; AID 2806; purified mouse IAP, CDP-Star luminescence, 30 min; hit rate 0.2% among 330,000;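 active means inhibition of at least 40% at 10 µM in the primary screen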;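 further: plate controls were DMSO with enzyme for no effect and no enzyme wells for full effect; values of inactives mirror those of a sister screen read the other way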
hIAP activ – human IAP activation. P09923. purified human IAP, CDP-Star luminescence, 30 min; hits give high values; 1 = vehicle-only enzyme, 0 = enzyme-free background. activation factor at 10 µM. hit rate 0.16% among 330,000. AID 2524;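 active means activation factor of the enzyme at least 2-fold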; further: the source names both 10 and 20 µM as test concentration; values of inactives mirror those of a sister screen read the other way
Target sequence (P09923 whole entry, looked up): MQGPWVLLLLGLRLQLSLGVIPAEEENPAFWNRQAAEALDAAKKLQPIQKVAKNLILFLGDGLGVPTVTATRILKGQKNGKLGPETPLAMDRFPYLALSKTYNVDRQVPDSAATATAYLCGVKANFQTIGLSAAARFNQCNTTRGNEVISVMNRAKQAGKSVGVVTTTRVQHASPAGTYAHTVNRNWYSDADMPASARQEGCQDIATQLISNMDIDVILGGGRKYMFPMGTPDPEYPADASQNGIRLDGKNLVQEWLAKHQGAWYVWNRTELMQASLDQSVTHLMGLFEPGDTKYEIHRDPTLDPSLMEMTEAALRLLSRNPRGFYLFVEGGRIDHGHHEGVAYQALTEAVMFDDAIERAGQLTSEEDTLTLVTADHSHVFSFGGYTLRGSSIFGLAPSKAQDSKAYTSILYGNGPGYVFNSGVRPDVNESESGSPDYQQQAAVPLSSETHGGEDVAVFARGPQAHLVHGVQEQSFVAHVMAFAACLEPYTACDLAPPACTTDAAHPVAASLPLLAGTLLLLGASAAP
ATG4B inh – inhibitors of human ATG4B cysteine protease | Q9Y4P1 | ATG4B cleavage of LC3-PLA2, NBD-HPC fluorescence, 1 h | inhibition, % at 8.33 µM | AID 504462 | hit rate 0.51% among 340,000; in the data active means inhibition above about 40%
Target sequence (Q9Y4P1 whole entry, looked up): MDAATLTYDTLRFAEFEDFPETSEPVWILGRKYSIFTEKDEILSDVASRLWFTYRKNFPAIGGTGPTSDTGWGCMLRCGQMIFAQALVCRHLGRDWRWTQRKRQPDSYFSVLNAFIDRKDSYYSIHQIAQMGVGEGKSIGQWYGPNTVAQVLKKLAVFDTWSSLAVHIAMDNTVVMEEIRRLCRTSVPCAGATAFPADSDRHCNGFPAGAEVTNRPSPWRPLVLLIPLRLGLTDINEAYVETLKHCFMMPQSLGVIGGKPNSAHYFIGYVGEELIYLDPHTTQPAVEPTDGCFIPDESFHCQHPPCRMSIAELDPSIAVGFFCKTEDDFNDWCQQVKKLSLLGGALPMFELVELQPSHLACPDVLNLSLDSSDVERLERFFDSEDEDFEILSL
A3G deaminase – APOBEC3G (human) deaminase inhibition; Q9HC16; AID 493012; hit rate 0.28% among 330,000; recombinant A3G, ssDNA deamination FAM/TAMRA fluorescence; inhibition, % at 20 µM;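 active means inhibition of at least 40% at 20 µM, with no more than 30% in the related APOBEC3A deaminase screen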;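 further: plate controls were DMSO wells with A3G for no effect and wells lacking A3G enzyme for full effect; some compounds called inactive have numbers as strong as hits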
beta cell repl – MIN6 beta-cell proliferation induction | proliferation, % at 10 µM | MIN6 cells proliferation, ATPlite luminescence, 48 h; cells starved in 0.2% serum; 100% = growth in 10% serum | hit rate 0.29% among 330,000;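 active means compounds whose signal lies at least 3.5 SD above the mean of all wells on their plate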;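 further: 0% = DMSO-treated cells in low-serum medium and 100% = 10% serum control; some compounds called inactive have numbers as strong as hits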
A3A deaminase – blocks human APOBEC3A ssDNA deamination | P31941 | recombinant A3A, FAM/TAMRA ssDNA deamination fluorescence | hit rate 0.41% among 330,000 | inhibition, % at 20 µM;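 active means at least 40% inhibition at 20 µM here, with at most 30% in a related deaminase screen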;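 further: plate controls were A3A with DMSO for no effect and wells lacking A3A enzyme for full effect; some results filed as inactive read as strong as hits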
Target sequence (P31941 whole entry, looked up): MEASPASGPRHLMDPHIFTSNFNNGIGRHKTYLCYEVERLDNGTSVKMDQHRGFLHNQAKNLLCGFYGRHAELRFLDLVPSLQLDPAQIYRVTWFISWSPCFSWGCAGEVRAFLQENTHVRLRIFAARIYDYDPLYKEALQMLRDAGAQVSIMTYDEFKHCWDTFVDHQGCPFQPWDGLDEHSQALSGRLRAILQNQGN
hIAP block – human IAP inhibition; inhibition, % at 10 µM; hit rate 0.12% among 330,000; purified IAP, CDP-Star luminescence, 30 min; AID 2544;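 active means inhibition reaching a set limit with compound at 10 µM in the primary screen, cut at about 35% in these data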;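 further: plate controls were DMSO wells with enzyme for no effect and no-enzyme buffer wells for full effect; values of inactives mirror those of a sister screen read the other way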
MPTP block – blocks calcium-induced mitochondrial swelling | isolated mouse mitochondria, Ca2+ swelling absorbance, 30 min | inhibition, % at 10 µM | hit rate 1.4% among 360,000;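 active means inhibition of 50% or more, scaled per plate between neutral and stimulator controls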;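 further: 0% = DMSO wells given calcium and 100% = 1 mM EGTA wells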
Numbers without * were called inactive; . = no result given.

1	COc1ccccc1CNc1cc(-c2ccccc2)ccc1OC
2	COC(=O)c1c(-c2ccccc2)nn(-c2ccccc2)c1C(=O)OC
3	Cc1ccc(-c2noc(C3CCN(S(C)(=O)=O)CC3)n2)o1
4	CC(=O)c1cccc(Oc2ncccn2)c1
5	COC(=O)c1ccsc1NC(=O)CCS(=O)(=O)c1ccc(Cl)cc1
6	CCCOc1ccc(C2c3c(oc4ccccc4c3=O)C(=O)N2CCN(CC)CC)cc1OC (stereo not given)
Assay by compound	1	2	3	4	5	6
mIAP activ	0.97	1.1	0.98	1	1	1.1
mIAP inh	3	-5	2	-1	0	-7
hIAP activ	0.93	1.1	0.8	0.98	1	1
ATG4B inh	0	-1	-10	9	5	3
A3G deaminase	-5	-6	-5	-10	-4	-1
beta cell repl	0	0	1	4	-6	0
A3A deaminase	3	-9	0	-6	0	0
hIAP block	7	-6	20	2	-4	-3
MPTP block	1.6	1.0	-1.0	0.4	0.1	-1.1

7	Cc1c(NS(=O)(=O)c2cccc(C(=O)NCc3ccc(Cl)cc3)c2)c(=O)n(-c2ccccc2)n1C
8	O=C(Nc1ccc(O)cc1C(=O)O)c1ccc(NC(=O)c2ccco2)cc1
9	Cc1cc(C)c(C)c(OCC(=O)NCCN(C)C)c1
10	CC1CN(C(=O)c2nn(C)cc2[N+](=O)[O-])CC(C)O1 (stereo not given)
11	O=C(CCS(=O)(=O)c1cccc2nonc12)Nc1ccc(Br)cc1
12	COc1ccc(NS(=O)(=O)c2cc(NC(=O)c3cncc(Br)c3)ccc2OC)cc1
Assay by compound	7	8	9	10	11	12
mIAP activ	1.1	1.1	0.97	1	0.98	1
mIAP inh	-8	-7	2	-1	2	-3
hIAP activ	1.1	0.94	0.96	0.86	0.95	1
ATG4B inh	-7	3	1	0	-5	-9
A3G deaminase	0	-4	-3	-4	-4	-4
beta cell repl	-2	-4	-2	1	-2	0
A3A deaminase	-4	2	-2	-5	-3	0
hIAP block	-9	6	4	14	5	0
MPTP block	0.2	-0.5	23	-3.0	-0.6	-1.5

13	CCC[N+]1(CC#CC(O)(c2ccccc2)C2CCCCC2)CCCCC1 (stereo not given)
14	C=CCn1c(SCC(=O)NC2CCCCC2)nnc1-c1cccnc1
15	CCn1cc(C(=O)OCC(=O)c2cc(C)n(-c3ccccc3)c2C)c(=O)c2ccc(C)nc21
16	Cc1cccc(-c2noc(CCC(=O)NCc3ccccc3)n2)c1
17	Cc1c(C(=O)Nc2c(C)n(C)n(-c3ccccc3)c2=O)oc2ccc(Cl)cc12
18	Cc1occc1-c1nc(-c2ccncc2)no1
Assay by compound	13	14	15	16	17	18
mIAP activ	1.2	1	0.74	1.1	1	0.88
mIAP inh	-18	-5	26	-6	-2	12
hIAP activ	1	1.2	1.2	0.81	0.7	0.87
ATG4B inh	-2	6	66*	-1	0	-12
A3G deaminase	-8	-1	-9	-7	0	0
beta cell repl	-3	0	0	-1	3	2
A3A deaminase	-5	1	-3	-2	1	7
hIAP block	0	-18	-16	20	30	13
MPTP block	0.0	-1.7	0.2	0.2	0.1	-2.8

19	CCCN(CCC)c1nc2c(C)cccn2c(=O)c1/C=C1/SC(=S)N(Cc2ccco2)C1=O
20	Cc1ccc(CN2CCN(Cc3cnc(C)s3)CC2CCO)cc1 (stereo not given)
21	Nc1nc2c3ccccc3nc(Cc3ccccc3)n2n1
22	CCN=C(Nc1ccc2c(c1)OCO2)SC1CC(=O)N(c2ccc(OC)cc2)C1=O (stereo not given)
23	Cc1cc(C(=O)Nc2ccc(N3CCOCC3)cc2)c2ccccc2n1
24	COc1ccccc1C1=NN(C2=NN=C(N)Cc3ncnn32)C(O)(C(F)(F)F)C1 (stereo not given)
Assay by compound	19	20	21	22	23	24
mIAP activ	0.86	1.1	1	1	1	0.84
mIAP inh	14	-6	-2	-2	0	16
hIAP activ	0.69	0.95	1.3	1.1	0.92	2.8*
ATG4B inh	1	-9	-3	-13	-7	3
A3G deaminase	-24	-3	-6	-2	-6	-5
beta cell repl	-6	1	4	-4	-3	-2
A3A deaminase	2	-1	-4	2	1	0
hIAP block	31	5	-32	-13	8	-177
MPTP block	-0.3	-0.5	1.7	0.0	-0.2	-1.9

25	O=C(CSc1n[nH]c(=O)[nH]c1=O)c1ccccc1[N+](=O)[O-]
26	COc1ccc(/C=C/C(=O)OCC(=O)NC2CCCC2)cc1
27	O=c1cc(N2CCCCC2)c(-c2ccccc2)nn1Cc1ccccc1Cl
28	O=C(O)c1nc2nc(Cl)c(Cl)nc2[nH]1
29	COc1ccc(Cn2nnnc2CN(Cc2cc3ccc(C)cc3[nH]c2=O)C2CCCC2)cc1
30	O=C(NCCOc1ccccc1F)C1CC(=O)N(Cc2ccccc2)C1 (stereo not given)
Assay by compound	25	26	27	28	29	30
mIAP activ	0.91	1.1	0.98	1	0.97	1
mIAP inh	9	-8	2	-3	3	-2
hIAP activ	1.2	0.97	0.99	0.99	1	0.88
ATG4B inh	1	1	29	-6	7	2
A3G deaminase	-2	-5	-1	-5	0	-7
beta cell repl	-1	-4	-5	-2	-4	0
A3A deaminase	7	2	-1	1	-4	-4
hIAP block	-17	3	1	1	-1	12
MPTP block	1.4	0.4	-0.4	0.0	2.0	-0.9

31	CC1(C)CC(=O)C2=C(C1)NC(=S)C(C#N)C21CCCCC1 (stereo not given)
32	O=C(NC1CCCCC1)C(c1cccs1)N(Cc1cccs1)C(=O)c1ccco1 (stereo not given)
33	O=C(c1ccccn1)c1cc2ccccc2n1S(=O)(=O)c1ccccc1
34	Cn1cccc1/C=N/NC(=O)c1ccccn1
35	CCS(=O)(=O)c1ccc(-c2csc(-c3ccccc3Cl)n2)c(Cl)c1Cl
36	CC(C)NC(=O)COC(=O)c1cccc(NS(=O)(=O)/C=C/c2ccccc2)c1
Assay by compound	31	32	33	34	35	36
mIAP activ	0.78	1.1	1	0.94	0.87	1
mIAP inh	22	-12	0	6	13	-2
hIAP activ	0.94	1	1	1.1	0.93	0.93
ATG4B inh	2	-9	4	-2	-3	24
A3G deaminase	32	-9	-3	-7	-6	-5
beta cell repl	-2	-3	-1	-2	-2	0
A3A deaminase	-3	-4	-2	-3	3	-2
hIAP block	6	-3	-1	-9	7	7
MPTP block	3.3	1.6	4.4	-1.3	0.2	0.0

37	CSc1nc(Cl)c(C#N)c(-c2ccc(C)cc2)n1
38	COc1cc2c(cc1OC)[C@@H](NC(=O)C(C)C)[C@H](O)C2
39	CCOCC(=O)Nc1ccc(S(=O)(=O)Nc2nccs2)cc1
40	CSc1ncccc1C(=O)OCC(=O)Nc1cccc(S(=O)(=O)N2CCOCC2)c1
41	COC(=O)c1ccc(NS(=O)(=O)c2cc3c4c(c2)C(C)C(=O)N4CCC3)cc1 (stereo not given)
42	Cc1c(NC(=O)CNCc2ccc3c(c2)OCO3)c(=O)n(-c2ccccc2)n1C
Assay by compound	37	38	39	40	41	42
mIAP activ	0.96	1	0.95	1.1	1	1.1
mIAP inh	4	-1	5	-13	-2	-13
hIAP activ	0.95	.	1.2	1	0.9	0.99
ATG4B inh	-4	12	1	-8	1	2
A3G deaminase	-5	6	-9	6	-2	12
beta cell repl	2	.	0	0	-1	-2
A3A deaminase	0	4	-4	5	-1	-3
hIAP block	5	.	-16	-1	10	1
MPTP block	3.9	-0.7	0.4	-0.6	-0.8	1.7

43	CCc1sc(C(=O)NCCCN2CCCC2=O)cc1Br
44	CCOc1ccc(CCNC(=O)C2CCN(S(=O)(=O)N3CC(C)CC(C)C3)CC2)cc1OCC (stereo not given)
45	CSc1ccc(C#N)cc1NC(=O)c1cccnc1Cl
46	COc1ccc(/C=C/C(=O)OCC(=O)NCCc2ccccc2)c(OC)c1
47	CCN(CC)C(=O)CC(c1ccc(OC)cc1)c1c(O)cc(OC)cc1OC (stereo not given)
48	CCCc1cc(NCCCN2CCOCC2)n2c(nc3ccccc32)c1C#N
Assay by compound	43	44	45	46	47	48
mIAP activ	0.94	1.2	0.99	1.1	1	1.1
mIAP inh	6	-21	0	-6	-3	-10
hIAP activ	1.1	0.73	0.97	1	0.91	1.4
ATG4B inh	9	-7	-9	0	-2	-14
A3G deaminase	2	33	-8	-4	-8	-5
beta cell repl	4	-1	0	1	1	0
A3A deaminase	1	5	-5	-1	-4	-1
hIAP block	-13	27	3	-1	9	-37
MPTP block	2.4	-0.6	-0.1	7.0	0.3	1.9

Some of the entries above, set out differently:
Under each structure: mIAP activ | mIAP inh | hIAP activ | ATG4B inh | A3G deaminase | beta cell repl | A3A deaminase | hIAP block | MPTP block
44. CCOc1ccc(CCNC(=O)C2CCN(S(=O)(=O)N3CC(C)CC(C)C3)CC2)cc1OCC (stereo not given)
  1.2 | -21 | 0.73 | -7 | 33 | -1 | 5 | 27 | -0.6
46. COc1ccc(/C=C/C(=O)OCC(=O)NCCc2ccccc2)c(OC)c1
  1.1 | -6 | 1 | 0 | -4 | 1 | -1 | -1 | 7.0
47. CCN(CC)C(=O)CC(c1ccc(OC)cc1)c1c(O)cc(OC)cc1OC (stereo not given)
  1 | -3 | 0.91 | -2 | -8 | 1 | -4 | 9 | 0.3
43. CCc1sc(C(=O)NCCCN2CCCC2=O)cc1Br
  0.94 | 6 | 1.1 | 9 | 2 | 4 | 1 | -13 | 2.4

New compounds follow
49	Cc1ccccc1C(=O)NCCN=C1NS(=O)(=O)c2ccccc21
50	CC(=O)c1cccc(NC(=O)COC(=O)c2ccc3c(c2)OCCO3)c1
51	O=C(O)c1cc(-c2cccc([N+](=O)[O-])c2)nc2ccccc12
52	CCCN1CCN(C(=O)Cn2ncc3ccccc32)CC1
53	COc1ccc(CN2CCN(Cc3ccco3)CC2)cc1
54	CN1C(=O)N(C)C2(c3ccccc3)Nn3c(s/c(=C/c4ccccc4)c3=O)=NC12c1ccccc1 (stereo not given)
Assay by compound	49	50	51	52	53	54
mIAP activ	1	1	1	0.95	0.96	1.1
mIAP inh	-2	-5	-3	4	4	-10
hIAP activ	1	0.95	1	0.8	1.1	0.82
ATG4B inh	-15	-4	0	1	2	2
A3G deaminase	-1	-11	-2	14	-9	2
beta cell repl	-4	1	-1	0	-4	-2
A3A deaminase	2	1	1	30	-7	5
hIAP block	-2	5	-2	20	-12	18
MPTP block	-1.8	-0.3	1.9	-0.2	-0.1	8.2

55	CCC1(c2ccc(F)cc2)NC(=O)N(CC(=O)N(C)C2CCS(=O)(=O)C2)C1=O (stereo not given)
56	COc1cc(OC)cc(C(=O)N[C@H](C(=O)N2CCc3ccccc32)C(C)C)c1
57	COc1ccc(-n2c(SCC(=O)Nc3cc(C)on3)nc3c(c2=O)SCC3)cc1OC
58	CC(C)Oc1ccc(CSc2nnc3n(C)c(=O)c4c5c(sc4n23)CCCC5)cc1
59	COc1ccc(NC(=O)Nc2ccc3c(c2)C(=O)N([C@H](C)CO)C[C@H](C)[C@@H](CN(C)S(=O)(=O)c2ccc(OC)cc2)O3)cc1
60	N=c1c2c(n(Cc3cccc(Cl)c3)c3c1CCC3)CCCC2
61	CCOC(=O)c1[nH]c(C)c(/C(O)=C2\C(=O)C(=O)N(CCCN(C)C)C2c2cccnc2)c1C (stereo not given)
62	COc1ccccc1CN1C[C@@H]2C[C@@H](C3=Cc4cccc(OC)c4OC3)N3CCC[C@@]23C1=O
Assay by compound	55	56	57	58	59	60	61	62
mIAP activ	0.93	1	1.1	1	2.6*	1.1	1	1
mIAP inh	7	-2	-5	0	-155	-15	-1	-1
hIAP activ	0.99	1.1	1	0.97	0.98	1	0.9	1
ATG4B inh	8	1	7	-7	-29	8	2	-4
A3G deaminase	-4	3	2	-7	-7	-8	-8	-3
beta cell repl	0	-2	-2	-5	-3	-4	-3	-2
A3A deaminase	5	2	0	-4	-3	3	-8	-4
hIAP block	1	-6	-1	3	2	-3	10	0
MPTP block	-0.4	1.7	-0.3	2.0	1.3	3.0	-2.1	2.2
